# Screens from PubChem BioAssay.
# Rin1 Abl inh: inhibitors of Rin1-Abl protein binding, primary screen, biochemical, TR-FRET; Tyrosine-protein kinase ABL1 (Homo sapiens) + Ras and Rab interactor 1 (Homo sapiens), …; inhibition, % at 7.35 µM; 360,000 tested, 0.4% active; in the data active = inhibition above about 5%, passing the limit was not always enough
# E coli Lon inh: inhibitors of E. coli Lon protease, primary screen, biochemical, fluorescence polarization | P0A9M0 | inhibition, % at 7.94 µM | 360,000 tested, 0.42% active | purified E. coli Lon protease; in the data active = inhibition above about 13%, passing the limit was not always enough;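 note: 0% = enzyme with probe and DMSO and 100% = no enzyme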
# CendR NRP1 mod: modulators of CendR peptide binding to NRP-1, primary screen, biochemical, fluorescence polarization, uHTS | Neuropilin-1 (Homo sapiens), O14786 | FAM-RPARPAR peptide binding to NRP-1 | inhibition, % at 25 µM | 360,000 tested, 0.85% active;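 active = inhibition or corrected inhibition above about 18%, plus a signal ratio from 0.5 to 1.5, limit read from the data, passing the limit was not always enough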; note: strong numbers were not always called active
# FAS TE block: FAS thioesterase domain inhibitors, primary screen, biochemical, fluorescence intensity, uHTS. Fatty acid synthase (Homo sapiens), P49327. recombinant FAS-TE, OMFH fluorogenic substrate, fluorescence endpoint. inhibition, % at 15 µM. 360,000 tested, 0.67% active. AID 602261, 2012;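 active = compounds whose normalised, plate-corrected inhibition of enzyme fluorescence in the single-dose primary screen is 50% or more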;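 note: 0% = DMSO with enzyme and 100% = substrate without enzyme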
# Neddyl block: inhibitors of cullin neddylation, primary screen, biochemical, TR-FRET, uHTS, NAE and Ubc12; NEDD8-conjugating enzyme Ubc12 (Homo sapiens) + NEDD8-activating enzyme E1 regulatory …; calls only at 25 µM; 360,000 tested, 0.58% active; in the data active = inhibition above about 36%
# Target sequence (P61081 whole entry, looked up): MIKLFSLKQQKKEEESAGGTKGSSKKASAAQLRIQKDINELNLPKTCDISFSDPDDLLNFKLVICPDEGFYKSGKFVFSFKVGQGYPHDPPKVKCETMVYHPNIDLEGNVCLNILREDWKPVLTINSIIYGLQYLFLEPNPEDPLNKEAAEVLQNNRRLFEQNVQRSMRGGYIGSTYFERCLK
# Target sequence (Q13564 whole entry, looked up): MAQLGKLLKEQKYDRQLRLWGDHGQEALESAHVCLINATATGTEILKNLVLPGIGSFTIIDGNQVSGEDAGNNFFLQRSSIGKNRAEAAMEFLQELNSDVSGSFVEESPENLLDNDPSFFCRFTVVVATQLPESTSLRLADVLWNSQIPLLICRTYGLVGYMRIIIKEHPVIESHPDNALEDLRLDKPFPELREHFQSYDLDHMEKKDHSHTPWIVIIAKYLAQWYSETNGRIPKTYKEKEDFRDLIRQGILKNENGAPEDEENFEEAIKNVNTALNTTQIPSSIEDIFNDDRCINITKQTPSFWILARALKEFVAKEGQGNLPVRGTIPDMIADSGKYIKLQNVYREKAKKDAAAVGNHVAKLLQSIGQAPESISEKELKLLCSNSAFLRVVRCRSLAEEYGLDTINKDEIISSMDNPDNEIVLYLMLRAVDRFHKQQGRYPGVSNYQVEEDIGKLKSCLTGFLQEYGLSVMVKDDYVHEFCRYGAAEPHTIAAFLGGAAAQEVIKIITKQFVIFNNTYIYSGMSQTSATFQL
# bovine MsrA act: bovine MsrA enzyme activators, primary screen, biochemical, absorbance, HTS; activation, % at 10.6 µM; Methionine sulfoxide reductase A (Bos taurus); purified bovine MsrA, absorbance read-out; 360,000 tested, 0.3% active; in the data active = activation above about 7.5%;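 note: 0% = vehicle and 100% = reference activator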
# MT1-MMP act inh: blockers of MT1-MMP proenzyme processing, primary screen, HT1080 RFP-PRO-GFP cells, GFP/RFP fluorescence | Matrix metalloproteinase-14 (Homo sapiens), P50281 | GFP/RFP ratio fluorescence, overnight; percent of plate control window, DMSO zero | GFP/RFP ratio change, % at 20 µM | 360,000 tested, 0.061% active;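 active = GFP/RFP ratio change of at least 30% with cell ATP level not reduced by more than half and red fluorescence within 50% of control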; note: strong numbers were not always called active
#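 Assay system: RFP-PRO-GFP reporter HT1080 cells; read-out basis: GFP/RFP fluorescence ratio; benchmarks: DMSO wells and RFP-L50D-GFP cells; doses: 20 µM single dose, 1% DMSO; schedule: overnight cell settling, then overnight compound exposure, 37 °C, 5% CO2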
# MsrA inh: bovine MsrA enzyme inhibitors, primary screen, biochemical, absorbance, HTS | inhibition, % at 15.5 µM | Methionine sulfoxide reductase A (Bos taurus) | purified bovine MsrA, absorbance read-out | 360,000 tested, 0.75% active; in the data active = inhibition above about 4.5%;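 note: 0% = vehicle wells with enzyme and 100% = reference inhibitor wells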
# SKN-1 block: suppressors of acrylamide-induced Pgst-4::GFP reporter in worms, primary screen, SKN-1 inhibitor project, whole organism, uHTS, GFP/RFP fluorescence ratio, strain VP596; C. elegans VP596 Pgst-4::GFP/RFP ratio, 24 h; inhibition, % at 21.8 µM; 360,000 tested, 0.49% active; AID 624304, 2012;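 active = interference check ratio from 0.5 to 1.5 plus GFP to RFP signal ratio inhibition reaching or exceeding a fixed threshold, cut at about 30% in these data, passing the limit was not always enough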; note: some compounds called inactive have numbers as strong as hits
# Numbers without * were called inactive; i = inactive; / = not tested or not shown.
SMILES,Rin1 Abl inh,E coli Lon inh,CendR NRP1 mod,FAS TE block,Neddyl block,bovine MsrA act,MT1-MMP act inh,MsrA inh,SKN-1 block
COc1ccc(S(=O)(=O)Nc2c(C)cccc2C)cc1-n1cnnn1,1,2,13,-20,i,-3,1,-1.4,2
Cn1c(SCc2nc(-c3ccc(Cl)cc3)no2)nnc1-c1ccco1,-3,-8,4,1,i,-2,6,0.3,-3
O=C(COc1ccc(-c2nnco2)cc1)Nc1c(Cl)cccc1C(F)(F)F,3,12,2,-2,i,-3,-2,-1.2,17
COc1ccc(-n2nc3c(c2NC(=O)c2ccc(N4C(=O)CCC4=O)cc2)CSC3)cc1,1,-14,3,-6,i,-4,-2,-0.2,-11
C=CCn1c(NCCc2ccccc2)nc2c1c(=O)n(C)c(=O)n2C,2,2,-2,-10,i,0,-7,-0.5,-12
CC1CC(C(O)c2ccccn2)C(=O)C(C(O)c2ccccn2)C1 (centres undefined),-1,-6,-17,-3,i,-3,1,0.4,1
Cc1ccccc1-c1nnc(SCC(=O)NC2CCCC2)o1,3,9,6,-2,i,-3,0,-0.9,13
COc1ccc(CNCc2cc3c(C(C)(C)C)nn(-c4ccccc4)c3[nH]c2=O)cc1,0,-1,7,-18,/,-2,15,0.7,-6
Cn1c(-c2ccc[nH]c2=O)nc2cc(Cl)ccc21,1,1,-8,-5,/,-4,2,1.4,16
CCc1cc(=O)oc2c(C)c(OCC(=O)NC3CC(C)(C)NC(C)(C)C3)ccc12,-2,-7,0,-2,/,-1,6,/,16
CC(CNC(=O)c1ccccc1[N+](=O)[O-])NC(=O)c1ccccc1[N+](=O)[O-] (centres undefined),-1,10,3,-6,i,-7,1,-0.3,9
Cc1ccc(S(=O)(=O)Nc2cnn(-c3ccccc3)c(=O)c2Cl)cc1,-4,-2,-8,-5,i,-4,0,-0.4,-2
COc1ccccc1N1CCNC(C)C1=O (centres undefined),1,-5,1,-1,i,-6,-1,-1.0,0
CC(C)(CCc1ccccn1)C(=O)C(CCc1ccccn1)CCc1ccccn1,5,-13,14,-5,i,1,-2,0.3,-4
Cc1cc(C)cc(NC(=O)COC(=O)CCCNC(=O)c2ccc(Cl)cc2)c1,-2,12,2,7,i,-3,1,-1.2,5
O=C(NC1=NCCS1)c1sc2cc(F)ccc2c1Cl,-1,-8,-18,-10,i,-5,7,0.8,9
CCCS(=O)(=O)NC(=O)C1(C)CCCN(C(=O)c2ccccc2OC)C1 (centres undefined),2,-4,-10,-7,i,-4,5,-0.6,15
CC(=O)Nc1ccc(S(=O)(=O)Nc2cc(C)c(-n3nc4ccccc4n3)cc2O)cc1,1,-7,5,0,i,-16,6,0.2,-6
COC(=O)CCSC(=S)N1CCOCC1,-1,9,0,-2,i,-4,2,0.3,-10
Cn1nccc1NC(=O)Nc1ccccc1,5,2,2,-5,i,-7,-2,/,9

# Rewritten with two lines to a compound: entries from further up.
# The line under a structure holds: Rin1 Abl inh, E coli Lon inh, CendR NRP1 mod, FAS TE block, Neddyl block, bovine MsrA act, MT1-MMP act inh, MsrA inh, SKN-1 block
- CC(CNC(=O)c1ccccc1[N+](=O)[O-])NC(=O)c1ccccc1[N+](=O)[O-] (centres undefined)
→ -1, 10, 3, -6, i, -7, 1, -0.3, 9
- Cc1ccc(S(=O)(=O)Nc2cnn(-c3ccccc3)c(=O)c2Cl)cc1
→ -4, -2, -8, -5, i, -4, 0, -0.4, -2
- COc1ccccc1N1CCNC(C)C1=O (centres undefined)
→ 1, -5, 1, -1, i, -6, -1, -1.0, 0
- CC(C)(CCc1ccccn1)C(=O)C(CCc1ccccn1)CCc1ccccn1
→ 5, -13, 14, -5, i, 1, -2, 0.3, -4

# Additional entries:
SMILES,Rin1 Abl inh,E coli Lon inh,CendR NRP1 mod,FAS TE block,Neddyl block,bovine MsrA act,MT1-MMP act inh,MsrA inh,SKN-1 block
CCCc1nc(SCC(=O)Nc2cc(C)on2)c2ccccc2n1,-60,-4,2,-3,i,-5,-2,1.8,17
CCOc1ccc(OCCC(=O)OCC(=O)Nc2cc(S(=O)(=O)N3CCOCC3)ccc2OC)cc1,3,-5,2,11,i,-3,0,-0.2,-1
Cc1occc1C(=O)Nc1ccc2c(c1)OCO2,-1,1,11,-5,i,-2,1,2.1,-20
COCCCNC(=S)N/N=C/c1ccc(O)cc1,-2,-12,10,-5,i,-4,1,1.9,-1
Cc1cc(C)c2c(CC(=O)O)coc2c1,1,-3,4,-4,i,-3,1,0.2,6
CC(=O)C1=C(c2ccccc2)NC(=O)NC1c1ccc(O)c(O)c1 (centres undefined),8,1,23,-4,i,-9,0,1.6,-7
CCN(CC)c1ccc2cc(C(=O)c3cccs3)c(=O)oc2c1,-19,-475,135,-50,i,-5,-23,0.9,5
CCCCCCNC(=O)Cc1ccc(Br)cc1,-2,12,-8,21,i,-1,1,1.0,-1
Cc1cc(OCC(=O)OCC(=O)Nc2ccc(Cl)cn2)ccc1Cl,1,-10,0,9,i,-4,-5,0.4,9
CCC(=O)NC(=S)Nc1ccc(NC(=O)c2ccco2)c(Cl)c1,4,-14,6,-8,i,-11,0,0.0,6
CC(=O)c1ccc(NC(=S)NNC(=O)c2ccccc2[N+](=O)[O-])cc1,3,19,-5,2,i,-2,0,2.2,-1
COc1ccc(CN2CCNC(=O)C2CC(=O)NC2CCOCC2)cc1C (centres undefined),1,3,24,-6,i,-4,1,-0.1,-4
CC(N)C(=O)NC(C(=O)N1CCCC1C(=O)NC(c1ccccc1)c1ccccc1)C(C)C (centres undefined),3,-8,12,-12,i,-4,5,0.3,-8
CCc1ccc(C(=O)CSc2nc3cc(S(=O)(=O)N4CCOCC4)ccc3n2CC)cc1,1,2,7,25,i,-8,6,0.5,7
O=S(=O)(Nc1ccccc1O)c1ccc(Cl)nc1,-2,-4,-2,-4,i,-8,-2,2.8,-1
COC(=O)c1c(NC(=O)Cc2ccccc2)sc2c1CC(C)(C)NC2(C)C,1,-11,11,-8,i,0,-4,0.0,-4
CCCCc1ccc(S(N)(=O)=O)cc1,1,4,9,-9,i,-10,2,-0.1,7
N#Cc1cccc(NC(=O)CCC2CCCC2)c1,1,-5,10,20,i,-1,3,-0.3,4
COC(=O)C(NC(=O)c1ccc(Cl)cc1)(Nc1nc(C)cs1)C(F)(F)F (centres undefined),2,-4,4,-1,i,0,0,0.9,-19
COc1ccccc1C(=O)N/C(=C\c1cn(S(=O)(=O)N(C)C)c2ccccc12)C(=O)N1CCCC1,5,-2,12,12,/,0,1,2.0,7
COc1cccc(C#Cc2c(CO)[nH]c3ccccc23)c1,0,-20,-25,-5,i,-6,-6,-0.3,-5
O=C(Nc1nccs1)[C@@H]1CC=C[C@@H]2CCN(Cc3ccccc3)C(=O)[C@@H]21,4,-7,-4,-12,i,-2,0,0.6,-1
Cc1cccc(NS(=O)(=O)c2nnc(NC(=O)c3ccc(Cl)cc3)s2)c1,-2,3,-16,-3,i,1,3,3.1,-2
COc1ccc(-n2nnnc2C(CCSC)N2CCN(C/C=C/c3ccccc3)CC2)cc1 (centres undefined),-2,0,15,20,i,-2,-1,2.2,6
COc1cc(/C=C2\SC(=Nc3ccccc3OC)NC2=O)ccc1O,-3,-110,-84,-1,i,-3,-105,1.5,10
COc1ccc(N2CCN(C(=O)CCc3nnc4ccc(N5CCCC5)nn34)CC2)cc1,-2,0,10,-4,i,3,-3,1.4,0
O=C(NCCc1ccc(Cl)cc1)c1cnc2n(c1=O)CCS2,-1,-5,-9,-13,i,1,1,0.2,-5
CCN(CC)C(=O)c1ccc(NS(=O)(=O)c2ccc3[nH]c(=O)[nH]c3c2)cc1,4,6,0,-4,i,-3,-5,0.7,19
Cc1ccc2c(c1)CO[C@]21O[C@H](CCO)C[C@H](O)[C@H]1O,0,3,-7,-6,i,-7,3,0.9,-5
CC1(C)CC(=O)C(C=Nc2ccc(O)c(N=CC3=C(O)CC(C)(C)CC3=O)c2)=C(O)C1,1,-31,-7,7,i,0,-19,0.4,-6
Cc1c(C#N)c(NC(=O)C(C)C)n(Cc2ccccc2)c1C,-2,-3,-2,-5,i,-9,-2,0.7,1
COc1ccc(-c2cn(-c3ccc(OC)cc3)c(=S)[nH]2)cc1,-3,-7,-34,0,i,-4,-1,2.1,10
CCn1c(SC)nnc1-c1nnc(SC)n1CC,1,-3,2,-7,i,-2,5,0.4,-30
COc1ccc(NC(=O)CN(C)C(=O)c2ccc(S(=O)(=O)N3CCOCC3)cc2)cc1,-2,-1,-11,-6,i,-1,-1,0.5,-8
COc1cccc(CC(=O)Nc2cccc3ccccc23)c1,0,4,-8,-2,i,-2,-1,0.5,-1
N/C(=N\N=C\c1ccnc2ccccc12)SC1CC(=O)N(c2ccc(Br)cc2)C1=O (centres undefined),3,-7,0,12,i,-4,-1,-1.3,10
CSCC[C@@H](C(=O)NCCCCCCCCCCC(=O)N1CCNCC1)n1cc(CCO)nn1,6,2,-7,-10,i,-9,-2,1.4,12
CC(=O)Nc1ccc(NC(C)=O)s1,1,-4,-5,-9,i,-5,1,-0.5,-17
O=c1c(/C=N/Nc2ccccc2)c(Sc2nnnn2-c2ccccc2)nc2ccccn12,0,-130,133,-156,i,1,-150,-0.1,36*
S=c1[nH]nc(-c2ccccc2)n1/N=C/C=C/c1ccco1,2,-4,-8,-2,i,2,-2,5.7*,2
Nc1ncnc2c1ncn2[C@@H]1O[C@H](CNS(=O)(=O)CCCCl)[C@@H](O)[C@H]1O,1,-11,1,-10,i,2,0,-0.5,21
CCc1nc(C)cn1S(=O)(=O)c1cc(Cl)c(OC)cc1Cl,0,-1,3,-7,i,-2,0,-0.1,10
CCSc1ccc(C(=O)Nc2ccc(Br)cn2)cc1[N+](=O)[O-],-1,1,-3,11,i,-2,1,0.4,1
CN(C)C=NC(=O)c1ccc([N+](=O)[O-])c(CS(=O)(=O)c2ccc(Cl)cc2)c1,-3,-4,-3,23,i,-2,5,0.1,-4
COc1cc2ncnc(NCc3cccc(Cl)c3)c2cc1OC,1,-2,-5,10,i,-2,6,1.1,1
COc1ccc(N2CCN(C(=O)c3ccc(C)cc3Cl)CC2)cc1,1,4,8,2,i,-2,1,0.1,14
Cc1ccc(CN2C(=O)CCC2C(=O)NC2CC2)cc1 (centres undefined),0,-9,26*,-2,i,0,3,-0.7,0
O=C(CCn1c2c(c3ccccc31)CCCC2)NNC(=O)c1ccc([N+](=O)[O-])cc1,-2,4,3,29,i,0,-1,-1.2,8
CCCN1C2CCCC1CC(NC(=S)Nc1cccc(C)c1C)C2 (centres undefined),-2,0,5,-5,i,-3,-3,-0.4,10
COc1ccc(-c2csc(C(C)(O)c3cccnc3)n2)cn1 (centres undefined),0,-8,-4,-8,i,-3,-2,-0.4,2
Cc1ccc(S(=O)(=O)N2CCCCC2)cc1NC(=O)COC(=O)Cc1ccc(Cl)cc1,-1,-9,1,-3,i,1,4,-1.4,3
CCOc1ccc(N(Cc2cc3cc(OC)ccc3[nH]c2=O)S(C)(=O)=O)cc1,0,-2,-10,0,i,1,2,1.0,7
COc1cccc(NC(=O)C2(C)CCN2C(=O)CC2CCCC2)c1 (centres undefined),-3,-8,9,-1,i,0,2,0.1,4
CCOc1cc(S(=O)(=O)Nc2cc(C)cc(C)c2)ccc1Cl,0,-5,-5,24,i,-7,1,1.1,12

# Rows are unselected; about 4.2% have a hit in one of these screens.
